Assay outcomes as filed in PubChem.
ST2 inh = inhibitors of human ST2 (IL1RL1) binding to IL-33; AID 1259354; inhibition, % for hits at 17 µM; actives 2.3% (n = 78,000); AlphaLISA ST2-Fc/biotin-IL-33 interaction, 1 h; Q01638; in the data active = inhibition above about 30%; inconclusive = mostly about 10% to 28%
Target sequence (Q01638 whole entry, looked up): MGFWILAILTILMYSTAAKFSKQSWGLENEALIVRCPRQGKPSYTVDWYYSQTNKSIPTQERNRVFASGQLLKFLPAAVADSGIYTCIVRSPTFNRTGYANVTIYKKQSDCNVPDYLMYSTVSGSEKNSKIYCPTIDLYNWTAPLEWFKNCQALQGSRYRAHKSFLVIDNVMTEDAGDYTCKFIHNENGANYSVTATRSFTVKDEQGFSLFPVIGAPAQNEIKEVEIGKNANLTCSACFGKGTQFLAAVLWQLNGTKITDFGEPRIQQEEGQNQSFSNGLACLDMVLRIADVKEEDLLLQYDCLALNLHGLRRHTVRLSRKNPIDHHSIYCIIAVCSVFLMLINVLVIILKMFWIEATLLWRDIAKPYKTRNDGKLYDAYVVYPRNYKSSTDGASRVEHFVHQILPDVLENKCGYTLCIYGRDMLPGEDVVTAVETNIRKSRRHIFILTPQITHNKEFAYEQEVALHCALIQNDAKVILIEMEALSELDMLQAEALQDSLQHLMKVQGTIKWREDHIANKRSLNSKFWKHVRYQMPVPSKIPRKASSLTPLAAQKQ
The depositor's hits bear a star; i = inactive; ? = inconclusive. Only part of the results is shown; count on the stated rates, not on these rows.

mol,ST2 inh
Cc1ccc(N2C(=O)CC(N3CCN(c4cc(C)ccc4C)CC3)C2=O)cc1 (stereo not given),i
Cc1c(C(=O)N2CCC(C)CC2)oc2ccc(S(=O)(=O)N3CCC4(CC3)OCCO4)cc12,i
Cc1cccc(N2CCN(C(=O)c3ccccc3N3CCOCC3)CC2)n1,i
CCS[C@H]1CCN2C(=O)c3cc(-c4ccccc4F)ccc3NC(=O)[C@H]12,i
O=C1CC(c2ccccc2)Sc2ccccc2N1Cc1ccccc1 (stereo not given),i
Cc1cc(C)cc(NC(=O)CSc2ncnc3nc(N(C)C)sc23)c1,?
CSc1nnc2c(n1)OC(c1ccc3c(c1)OCO3)Nc1ccc(Br)cc1-2 (stereo not given),i
O=C(c1ccc2c(c1)N(Cc1cccc(Cl)c1)C(=O)c1ccccc1S2)N1CCOCC1,i
CCCc1[nH]nc2c1C(c1ccc(OC)c(OC)c1)C(C#N)=C(N)O2 (stereo not given),i
CCN(CC)CCCNC(=O)C1c2ccccc2C(=O)N2CCc3ccccc3C12 (stereo not given),i
CCOc1ccc(C(=O)N2CCN(c3ccc([N+](=O)[O-])cc3)CC2)cc1Cl,?
COc1ccc(-c2n[nH]c(CC(C)C)n2)c(OC)c1OC,i
COc1cccc(-c2nc(CN3CCCC3c3nccs3)c(C)o2)c1OC (stereo not given),i
CC(=O)c1ccc(N2CCN(Cc3coc4c(Cl)cc(Cl)cc4c3=O)CC2)cc1,?
CC(=O)c1cccc(N2C(=O)C3C4CCC(C4)C3C2=O)c1 (stereo not given),i
CCSCCNc1nc(-c2ccncc2)nc2c1CCNC2,i
Nc1nonc1-c1noc(-c2ccc(I)cc2)n1,i
CCC(C)NC(=O)c1cn(CC)c(=O)c2cc(OC)c(OC)cc12 (stereo not given),i
O=C(Cn1c(=O)n(-c2ccc(F)cc2)c(=O)c2sccc21)NC1CCCCC1,i
COCCCNC(=O)c1cc(-c2ccc(Br)s2)nc2ccccc12,i
COc1ccc(C(=O)Nc2cccc(O)c2)cc1OC,i
O=C(Nc1ccc2nc(CCc3ccccc3)[nH]c2c1)C1CCN(S(=O)(=O)N2CCOCC2)CC1,i
CC[C@H]1CN(S(=O)(=O)c2ccc(OC)cc2)CC[C@H]1CC(=O)NCCNC(C)=O,i
Cc1c(NC(=O)c2ccc(Cl)cc2[N+](=O)[O-])c(=O)n(-c2ccccc2)n1C,i
COc1cccc(CN(C)Cc2ncc[nH]2)c1O,?
CCOC(=O)c1c(NC(=O)C(C)Oc2ccc(Cl)c(C)c2)sc(C)c1C (stereo not given),i
CC1(C)CC2CC(C)(CN2C(=O)c2ccc(F)cc2)C1 (stereo not given),i
Cc1ccc(C(=O)Nc2nc3ccccc3c(=O)s2)cc1,i
COc1ccc(S(=O)(=O)CCc2nnc(N)s2)cc1,i
Cc1cccc(C(=O)Nc2ccc(C)c([N+](=O)[O-])c2)c1,?

7 entries out of the list, sorted by SMILES length, lowest first:
mol,ST2 inh
COc1cccc(CN(C)Cc2ncc[nH]2)c1O,?
Cc1ccc(C(=O)Nc2nc3ccccc3c(=O)s2)cc1,i
CC1(C)CC2CC(C)(CN2C(=O)c2ccc(F)cc2)C1 (stereo not given),i
Cc1cccc(C(=O)Nc2ccc(C)c([N+](=O)[O-])c2)c1,?
CCOC(=O)c1c(NC(=O)C(C)Oc2ccc(Cl)c(C)c2)sc(C)c1C (stereo not given),i
CC[C@H]1CN(S(=O)(=O)c2ccc(OC)cc2)CC[C@H]1CC(=O)NCCNC(C)=O,i
O=C(Nc1ccc2nc(CCc3ccccc3)[nH]c2c1)C1CCN(S(=O)(=O)N2CCOCC2)CC1,i

Later entries:
mol,ST2 inh
COc1ncc(-c2ccccc2Cl)c(OC)n1,i
O=C(c1ccc2c(=O)n(CCc3ccccc3)c(=O)[nH]c2c1)N1CCN(C(=O)c2ccco2)CC1,?
CCOc1ccc2cc(C(N)=O)c(=Nc3ccc(C)cc3)oc2c1,?
COc1cc(NC(=O)Cc2ccc(OC)c(OC)c2)cc(OC)c1,i
Cc1ccc(CN(C)CCN(C)C)c(C)c1,i
Cc1nnc(SCC(=O)NC(C)COc2c(C)cccc2C)s1 (stereo not given),i
COc1ccc(N2CCN(C(=O)CCCNS(=O)(=O)c3cccs3)CC2)cc1,?
COc1cccc2c1OCC(C(=O)NCCSc1nnnn1C)C2 (stereo not given),?
COCC(=O)N[C@H]1CC[C@]2(C)CCC([C@H](C)C(=O)NCc3ccco3)[C@H](O)[C@H]2[C@@H]1C (stereo not given in full),i
O=C(NCCN1CCCC1)c1ccc(CS(=O)(=O)c2ccc(Br)cc2)o1,i
CCCCOC(=O)c1ccc(NC(=O)c2cnc3scc(C)n3c2=O)cc1,i
CC1(C)CC(=O)C2=C(C1)N(Cc1ccccc1)C(N)=C(C#N)C2c1ccccc1 (stereo not given),?
CCC(Sc1nc2ccccc2o1)C(=O)Nc1cc(C)on1 (stereo not given),i
O=C(NC1CC(=O)N(CCc2ccccc2)C1)c1ccccc1-n1cccn1 (stereo not given),i
Cc1nc2sc(C(c3ccc(Cl)cc3)N3CCN(C)CC3)c(O)n2n1 (stereo not given),i
CCCCOc1ccccc1/C=C1\C(=O)Nc2ccc(Br)cc21,?
CC1CC(C)CN(S(=O)(=O)c2ccc(C(=O)Nc3nnc(-c4cccs4)o3)cc2)C1 (stereo not given),i
CCn1cc(C(=O)NCCCOC)c2cc(OC)c(OC)cc2c1=O,?
N#CC1=C(N)Oc2n[nH]c(C(F)(F)F)c2C1c1ccccc1 (stereo not given),i
CC(=O)c1cccc(NS(=O)(=O)c2c(C)[nH]c(=O)[nH]c2=O)c1,i
Fc1cccc(C2CCCCN2Cc2nc(-c3ccccc3)no2)c1 (stereo not given),i
Cc1ccc(C2(O)CCN(C(=O)C(c3ccccc3)n3cnnn3)CC2)nc1 (stereo not given),i
CCc1ncc(C(=O)N2CCCC(O)(CO)CC2)cn1 (stereo not given),i
CC(NC(=O)c1ccccc1)C(=O)O (stereo not given),i
CCn1cc(CNc2nc(-c3ccc(Cl)cc3)nc3c2CNC3)cn1,i
COCc1cc(C)nc2sc(C(=O)Nc3cc(Br)cc4cccnc34)c(N)c12,?
C=CCN(Cc1ncccc1C(=O)O)C1CCCC1,i
CCOc1ccccc1Nc1ncnc2c1cnn2-c1ccc(Cl)cc1,i
CCOC(=O)CSc1nnc(CN2C(=O)c3cccc4cccc(c34)C2=O)n1-c1ccccc1,i
O=C1NCCCC1C(=O)N1CCN(C(=O)c2ccco2)CC1 (stereo not given),i

No new results follow: 4 of the compounds above.
mol,ST2 inh
CCCCOc1ccccc1/C=C1\C(=O)Nc2ccc(Br)cc21,?
CC1CC(C)CN(S(=O)(=O)c2ccc(C(=O)Nc3nnc(-c4cccs4)o3)cc2)C1 (stereo not given),i
CCn1cc(C(=O)NCCCOC)c2cc(OC)c(OC)cc2c1=O,?
N#CC1=C(N)Oc2n[nH]c(C(F)(F)F)c2C1c1ccccc1 (stereo not given),i

Carrying on:
| smiles | ST2 inh |
| --- | --- |
| Cc1ccc(NC2=CC(=NS(=O)(=O)c3cccs3)c3ccccc3C2=O)c(C)c1 | 89%* |
| O=C(CN1C(=O)c2ccccc2C1=O)Nc1ccccc1 | i |
| COc1nc(C)nc(NC(=O)NC(=O)c2c(Cl)nc(C)c(Cl)c2C)n1 | i |
| CCCc1cc(C(=O)N2CCC3(CC2)CNC(=O)C3)cs1 | ? |
| CCOc1ccc(NC(=O)CN2N=NC3C(=O)N(c4ccc(Cl)cc4)C(=O)C32)cc1 (stereo not given) | i |
| Cc1cc(=O)n(CC(=O)N2C[C@H]3C[C@H](O)[C@H](O)C[C@H]3C2)c2ccccc12 | i |
| O[C@@H]1CN(Cc2cncn2Cc2ccccc2)CC[C@H]1c1ccc(F)cc1 | i |
| CC1CCCCN1C1CN(c2nc(CCN)nc3ccccc23)C1 (stereo not given) | i |
| Cc1cc(C)nc(SCC(=O)n2c3c(c4ccccc42)CCCC3)n1 | i |
| N#CCC(=O)Nc1ncc(Cc2cccc(C(F)(F)F)c2)s1 | i |
| Cc1ccc(-c2n[nH]c(=O)c3ccccc23)cc1S(=O)(=O)Nn1cnnc1 | ? |
| CC(=O)Nc1ccc(C(=O)Nc2cccc([N+](=O)[O-])c2)cc1 | i |
| O=C(Cc1c(C(=O)O)[nH]c2ccccc12)NC1CC1 | i |
| O=[N+]([O-])c1ccccc1-c1ccc(CN2CCN(c3ccccc3F)CC2)o1 | ? |
| CCOc1ccc(C2(C)NC(=O)N(CCN(C)C)C2=O)cc1 (stereo not given) | i |
| COc1ccc(Cl)cc1NC(=O)c1cc(-c2ccco2)on1 | i |
| Cc1ccc(Cl)cc1NC(=O)c1cccc(F)c1 | i |
| COc1cc(NS(=O)(=O)c2ccccc2)c(OC)cc1Cl | i |
| Cc1cc(NC(=O)CSCc2nc(-c3cccc(Cl)c3)oc2C)no1 | i |
| CCN(CC)CC(=O)Nc1cc(C)nc2ccccc12 | i |
| CC(C)CN[C@H]1[C@H](O)[C@@H](N2CCC(Cc3ccccc3)CC2)[C@@H]2OC[C@H]1O2 | i |
| CSc1nc2ccc(NC(=O)CSc3nc4ccccc4[nH]3)cc2s1 | i |
| c1ccc(NNC2=Nc3ccccc3CC2)cc1 | ? |
| Cc1[nH]c2ccccc2c1SCCNC(=O)C(C)C | i |
| COc1ccc(N2CCCS2(=O)=O)cc1NC(=O)CCc1ccccc1 | i |
| Cc1nn(C)c(Cl)c1C1CC(=O)Nc2c1cnn2C1CCN(C)CC1 (stereo not given) | i |
| CNC(=O)C1CCC(Cn2c(=O)c3sccc3n(CC(=O)Nc3ccc(C)cc3C)c2=O)CC1 (stereo not given) | i |
| CN(C)CC1(O)CCN(C(=O)c2ccnc(-n3cnnc3)c2)C1 (stereo not given) | ? |
| O=C(CSc1nc2ccc(Br)cc2[nH]1)NCc1ccco1 | i |
| Cc1nc(C)c(CC(=O)N2CCOc3ccc(CN4CCN(c5ccccn5)CC4)cc3C2)s1 | i |
| CCn1cc(-c2ccc(-n3cccn3)cc2)c(C)n1 | i |
| Cc1nnc(SCC(=O)NC(CC(C)C)c2ncnn2C)s1 (stereo not given) | i |
| CC(C)c1cc(C(=O)Nc2ccc(F)c(Cl)c2)no1 | i |
| Cc1cc(C)n(CCC(=O)NCCNC(=O)c2ccccc2Cl)c(=O)n1 | i |
| CC(C)Cc1cc(CNC(=O)c2cc(C3CC3)[nH]n2)on1 | i |
| NNC(=Nc1ccccc1Cl)c1nc2ccccc2s1 | ? |
| Cc1nc(N2C(=O)C(O)=C(C(=O)c3cccs3)C2c2cccc([N+](=O)[O-])c2)sc1C (stereo not given) | i |
| CCCOC1CCCN(C(=O)c2cc(NC(C)=O)ccc2Cl)C1 (stereo not given) | i |
| CCSc1nc2c(c(=O)[nH]1)C(c1ccccc1)C1=C(CCCC1=O)N2 (stereo not given) | i |
| Cc1cc(-n2cnnc2)ncc1-c1ccc(C(C)N2CCCC2)cc1 (stereo not given) | i |
| Cn1c(SCC(=O)Nc2ccc(Cl)cc2)nc2c([nH]c3ccccc32)c1=O | i |
| C=CCn1cc(-c2c(-c3ccccc3)ncn2CCc2ccccn2)cn1 | ? |
| CN1Cc2[nH]cnc2C[C@H]1C(=O)NCc1ccco1 | i |
| COc1ccc(NC(=O)C(NC(=O)C2CCC(C)CC2)C(C)C)cc1OC (stereo not given) | i |
| COc1ccccc1-n1cc2c([N+](=O)[O-])cc([N+](=O)[O-])cc2n1 | 35%* |
| O=C(O)c1ccc2c(c1)C(=O)N(CCO)C2=O | i |
| COc1ccc2cc3cc(C(=O)Nc4cccc(Cl)c4)oc3nc2c1 | 36%* |
| CCn1cncc1CNC(=O)c1csc2nc(-c3cccc(OC)c3)cn12 | ? |
| Cc1cc(=O)[nH]c(NCc2ccccc2)n1 | i |
| Nc1cc(NCCCO)ccc1[N+](=O)[O-] | i |
| Cc1ccc(CN2CCc3c(c(C(=O)NCc4ccccc4)nn3C)C2)o1 | i |
| CSc1ccc(C2Oc3nc(SC)nnc3-c3ccccc3N2C(C)=O)cc1 (stereo not given) | i |
| CCCCN(C)C(=O)Cc1c(C(=O)O)[nH]c2ccccc12 | i |
| C/C(=C\c1nsc(Nc2ccccc2)n1)NCCc1ccccc1 | i |
| COc1ccc2nc3oc(C(=O)NCc4ccco4)cc3cc2c1 | ? |
| Cc1ccccc1NC(=O)CC(=O)N1CCCC1Cn1cccn1 (stereo not given) | i |
| N#CC1=C(N)Oc2n[nH]c(-c3ccc4ccccc4c3)c2C1c1ccccc1 (stereo not given) | i |
| CC(=O)c1ccc(NC(=O)N2C[C@@H]3C[C@H](C2)c2ccc(NC(=O)c4cccs4)c(=O)n2C3)cc1 | ? |
| O=C(CSc1nc2ccccc2c(=O)n1-c1ccccc1)N1CCCCC1 | i |
| Cc1cc(C)cc(NC(=O)CN2C(=O)CC(c3ccccc3)=Nc3ccccc32)c1 | i |

Structures shown so far with a CF3 group (two):
| smiles | ST2 inh |
| --- | --- |
| N#CC1=C(N)Oc2n[nH]c(C(F)(F)F)c2C1c1ccccc1 (stereo not given) | i |
| N#CCC(=O)Nc1ncc(Cc2cccc(C(F)(F)F)c2)s1 | i |

The results go on.
| smiles | ST2 inh |
| --- | --- |
| O=C(O)CCC(=O)N1CCc2cc(S(=O)(=O)NC3CCCC3)ccc21 | i |
| CCc1ccc(OCCCOc2ccc(/C=C3/C(=N)N4C=CSC4=NC3=O)cc2OC)cc1 | ? |
| Cc1cccc(C(=O)N(c2ccc(F)cc2)C2C=CS(=O)(=O)C2)c1 (stereo not given) | i |
| CCc1ccc(S(=O)(=O)N2CCSC2c2ccc(OC)c(Br)c2)cc1 (stereo not given) | i |
| Cn1c(=O)cc(SCC(=O)NCCCN2CCCCCC2)c2ccccc21 | i |
| COc1ccc(C(=O)Nc2cccc(F)c2)cc1OC | i |
| CN(Cc1cc(C2CC2)n[nH]1)C(=O)c1cc(Cn2cnc3ccccc32)[nH]n1 | ? |
| CCOc1ccccc1NS(=O)(=O)c1ccc(CC(C)C)cc1 | i |
| CCC(C)NC(=O)Cn1c(=O)n(CC2CCC(C(=O)NC(C)C)CC2)c(=O)c2sccc21 (stereo not given) | i |
| CCOc1ccc(N2C(=O)C3C(c4cccs4)NC(Cc4ccccc4)(C(=O)O)C3C2=O)cc1 (stereo not given) | i |
| O=C(NCCCn1ccnc1)c1cc2n(n1)C(C(F)(F)F)CC(c1ccc(Cl)cc1)N2 (stereo not given) | ? |
